Screens as filed in PubChem.
inhibitors of VEEV = inhibitors of VEEV TC-83 cytopathic effect, confirmation, Vero cells (AID 588727); Vero cells, VEEV TC-83 cytopathic effect inhibition; higher % means a stronger effect; one-dose inhibition, % at 20 µM; IC50 in µM for titrated hits; hit rate 0.13% among 350,000; in the data active means a potency from the dose series; inconclusive means inhibition mostly from about 14% at the one dose, without a potency; inactive means the rest, 99 in 100 with inhibition below about 12%; further: strong numbers were not always called active
H1N1 NS1A inhibition = H1N1 influenza NS1A inhibitors, functional cell based assay (AID 504329) | inhibition, % at 12.5 µM; hits with a dose series show IC50 in µM | NS1A functional cell-based assay, percent inhibition; higher % means a stronger effect | hit rate 0.3% among 340,000; in the data active means a potency from the dose series; inconclusive means inhibition above about 27% without an active follow-up result; further: strong numbers were not always called active
Salmonella PhoP GFP = PhoP regulon inhibitors, Salmonella typhi PhoP promoter GFP reporter, confirmatory (AID 1850); Salmonella Typhi PhoP-promoter GFP reporter, fluorescence, 4 h; higher % means a stronger effect; inhibition, % at 50 µM; hits with a dose series show IC50 in µM; hit rate 0.33% among 310,000; in the data active means a potency from the dose series; inconclusive means inhibition mostly from about 25% at the one dose, without a potency; inactive means the rest, 99 in 100 with inhibition below about 19%;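 further: 0% = induced wells with vehicle and 100% = uninduced wells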
M. tuberculosis = growth inhibition of non-replicating M. tuberculosis (AID 488890). hit rate 0.39% among 320,000. Mycobacterium tuberculosis non-replicating, growth inhibition; higher % means a stronger effect. one-dose inhibition, % at 25 µM; IC50 in µM for titrated hits; in the data active means a potency from the dose series; inconclusive means inhibition mostly from about 82% at the one dose, without a potency; inactive means the rest, 99 in 100 with inhibition below about 76%;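 further: plate controls were DMSO cells for no effect and high antibiotic wells for full effect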
H37Rv inhibition = M. tuberculosis growth inhibition, HTS (AID 449762). M. tuberculosis H37Rv growth inhibition, 7H9 media; higher % means a stronger effect. one-dose inhibition, % at 25 µM; IC50 in µM for titrated hits. hit rate 0.59% among 330,000; in the data active means a potency from the dose series; inconclusive means inhibition above about 70% without an active follow-up result;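 further: bacterial growth assessed after seven days of incubation; strong numbers were not always called active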
inhibitors of VEEV 10K pilot screen = second read-out of inhibitors of VEEV, no call of its own (marks repeat the call); inhibition, %; measured here: 10K pilot screen inhibition
Active calls of the source: *; i = inactive; u = inconclusive; x = not tested or not shown.

SMILES | inhibitors of VEEV | H1N1 NS1A inhibition | Salmonella PhoP GFP | M. tuberculosis | H37Rv inhibition | others
COc1ccc(C(=O)CSc2nnn(-c3cccc(NC(C)=O)c3)n2)cc1 | 1.8% | x | -0.2% | 12.8% | 8.8%
CC(=O)C1(O)CCC2C3CCC4CC(O)CCC4(C)C3C(=O)CC21C (stereo not given) | 0.7% | -17.2% | x | x | x
Cc1ccccc1Nc1nnc(SCC(=O)NCc2cccs2)s1 | 2.3% | -5.0% | -3.9% | u | 0.3%
Cc1cc(NC(=O)C(C)Oc2ccc(Cl)cc2Cl)no1 (stereo not given) | 5.0% | -1.7% | -3.6% | 79.7% | 7.3%
COc1ccccc1N(C)S(=O)(=O)c1ccc(C(=O)Nc2nc(C)c(C(C)=O)s2)cc1 | 0.5% | -3.5% | x | -7.0% | -10.7%
Cc1cccc(NS(=O)(=O)c2ccc(C)c(C(=O)NNC(=O)c3csc(N4CCOCC4)n3)c2)c1 | 2.4% | -3.5% | x | x | x
COc1ccc(OCc2cc(C(=O)N(Cc3nccn3C)C(C)C)no2)c2ccccc12 | 1.1% | 14.7% | 10.8% | 43.1% | 4.3%
COc1ccc(N(CC(=O)NCc2ccco2)C(=O)CCC(=O)Nc2ccccn2)cc1 | 1.2% | 8.8% | x | x | x
CCn1c(SCC(=O)Nc2nccc(C)n2)nc2ccccc21 | 0.4% | 1.0% | -12.2% | 1.6% | 0.1%
COc1cc(/C=N/NC(=S)NCc2ccccc2)ccc1OCC#N | 6.3% | 0.8% | -6.4% | -33.7% | -6.6%
Cc1nc(Nc2ccccc2)sc1-c1ccccc1 | 2.9% | -5.0% | -9.8% | 70.2% | 15.6%
CCCCC[C@H]1CN(Cc2ccccc2)C(=O)[C@@H]1CC(=O)NCc1ccccc1 | 2.1% | 2.4% | 11.0% | 32.2% | 41.5%
CCCCN(C)c1c(N2CCC(C(=O)OCC)CC2)c(=O)c1=O | 6.1% | -0.8% | -8.4% | -7.7% | -6.7%
CCCn1c(N)c(N(CCOC)C(=O)c2cc3c(s2)CCC(CC)C3)c(=O)[nH]c1=O (stereo not given) | 4.7% | -6.1% | x | 15.2% | 8.9%
Cc1cc(=O)[nH]c(SCC(=O)NN(c2ccccc2)c2ccccc2)n1 | 1.3% | -15.5% | -0.8% | -0.9% | 3.0%
CN(C(=O)COC(=O)c1ccc(-c2ccc(O)cc2)cc1)C1CCS(=O)(=O)C1 (stereo not given) | 1.6% | 15.2% | -4.0% | -4.4% | -5.7%
COc1cccc(CC(=O)Nc2nc(-c3ccc(F)c(F)c3)cs2)c1 | 3.2% | 6.7% | 3.3% | 3.9% | 4.8%
CC(=O)Nc1cccc(NC(=O)C2CCCN2C(=O)Nc2ccc(C)cc2)c1 (stereo not given) | 0.7% | -1.9% | 4.6% | -3.7% | -1.5% | inhibitors of VEEV 10K pilot screen=0.1
Cc1cccn2c(=O)c3cc(C(=O)NCCCOC(C)C)sc3nc12 | i | -1.0% | 4.4% | -3.6% | -0.3%
CCOC1=NC(=C(c2ccccc2)c2ccccc2)OC1=O | 4.9% | -5.0% | x | x | x
CCOC(=O)c1ccc(NC(=O)c2nc[nH]c2C(=O)N2CCC(C)CC2)cc1 | 3.1% | -27.3% | -28.8% | 27.2% | 13.2%
COc1ccccc1NC(=O)COC(=O)c1cc2c(s1)CCC2 | 6.7% | -11.0% | x | x | x
O=C(c1ccc2c3n(nc2c1)-c1ccccc1CO3)N1CCCCC1 | i | 1.7% | -5.1% | -8.5% | 5.6%
CC(Sc1nc(N)cc(=O)[nH]1)C(=O)NCC(=O)Nc1ccc(F)c(F)c1F (stereo not given) | 1.2% | -3.1% | x | -0.6% | -0.5%
Cc1nnc(NC(=O)CSc2nnc(Cc3cccn3C)n2C)s1 | 0.1% | -14.6% | -1.1% | -12.8% | -5.7% | inhibitors of VEEV 10K pilot screen=0.5

Continued:
SMILES | inhibitors of VEEV | H1N1 NS1A inhibition | Salmonella PhoP GFP | M. tuberculosis | H37Rv inhibition | others
O=C(CNC(=O)c1ccncc1)N/N=C/c1cccc([N+](=O)[O-])c1 | i | -0.8% | -0.7% | 6.8% | 10.0%
O=C(NNC(=O)c1ccccc1Br)c1ccccc1Cl | 0.5% | 0.3% | 3.6% | -9.5% | 3.4%
C/C(=C\c1ccc2c(c1)OCO2)C1Nc2cccc3cccc(c23)N1 | 0.5% | 5.5% | x | 24.6% | 40.1%
Cn1cccc1CNCc1ccccc1Cl | 1.7% | 6.5% | 2.5% | 1.6% | -7.5%
CCC(c1nnnn1Cc1ccc2c(c1)OCO2)N1CCN(c2ccc(F)cc2)CC1 (stereo not given) | 5.8% | 12.7% | -10.8% | 16.6% | -5.6%
COc1cccc(NC(=O)CN(C)C(=O)c2cc(S(=O)(=O)N3CCCCCC3)ccc2OC)c1 | 6.2% | -14.5% | x | 12.9% | -4.9%
CCOc1cc(/C=N/NC(=O)COc2cccc(C)c2)ccc1OC(=O)c1cccs1 | 1.1% | 2.6% | -1.6% | 43.2% | 4.1%
O=C(Nc1ccc(-c2ccc([N+](=O)[O-])cc2)cc1)c1ccccc1F | 0.5% | -1.2% | 2.4% | 3.1% | 0.2%
CCCCCCCC(=O)OCC(COC(=O)CCCCCCC)OC(=O)CCCCCCC | 0.7% | -26.1% | x | -21.5% | -9.5%
Cc1n[nH]c(C)c1S(=O)(=O)N1CCCC(C(=O)Nc2nccs2)C1 (stereo not given) | 0.2% | 5.8% | 8.5% | -7.4% | 4.4%
COc1cc(OC)c2ccc(=O)oc2c1C(CC(=O)N1CCCC1)c1ccc2c(c1)OCO2 (stereo not given) | 1.1% | 7.3% | 3.8% | 10.0% | 0.7%
COc1cccc(NC(=O)CN(C)C(=O)c2c(C)nn(CC(C)C)c2Cl)c1 | 1.2% | -5.4% | x | 0.7% | -7.8%
COc1ccccc1C(=O)NCC1(c2ccccc2)CCCC1 | i | -4.4% | 2.1% | 64.8% | 31.3%
O=C(Nc1cnn(Cc2ccc(Cl)c(Cl)c2)c1)C12CC3CC(CC(C3)C1)C2 | 5.5% | -9.7% | 1.1% | -0.8% | -3.9%
O=C(Nc1ccc(C(=O)N2CCOCC2)cc1)c1ccc([N+](=O)[O-])cc1 | 1.4% | -7.6% | -2.1% | -12.5% | 0.8%
CCCCn1c(N)c(N(C(=O)CSc2nncn2-c2ccccc2)C2CCCC2)c(=O)[nH]c1=O | 1.0% | -9.3% | x | x | x
CCc1c(C)nc(Nc2nc(C)c3cc(OC)ccc3n2)[nH]c1=O | 7.7% | 55.9% | 9.5% | 33.3% | 4.9%
CCOC(=O)c1c(C=O)c(C)n(Cc2ccc(Cl)cc2)c1C | 2.6% | 7.4% | -11.0% | 18.8% | 2.5%
CCOc1ccc(C(=O)Nc2cccc3ncccc23)cc1Cl | 0.8% | -3.7% | 0.9% | 9.7% | 6.1%
NC(=O)C1CCN(CC(=O)N2c3ccccc3CCc3ccccc32)CC1 | 1.7% | -7.7% | -6.6% | 14.7% | 9.2%
CCOC(=O)c1nc(NNC(C)=O)sc1C | i | 5.7% | 8.7% | -2.4% | -0.2%
Cc1nc(-c2c(C(F)(F)F)noc2-c2ccc(O)cc2O)cs1 | i | 6.0% | -1.4% | 9.9% | 5.1%
O=C(NNC(=O)c1ccccc1OCc1ccccc1Cl)c1csc(N2CCOCC2)n1 | 8.6% | -5.6% | -6.0% | 30.2% | 70.1%
O=C(COc1cc(O)c2c(=O)cc(-c3ccccc3)oc2c1)c1cccc([N+](=O)[O-])c1 | 3.1% | -3.7% | -4.4% | 7.5% | 3.5%
O=C(COc1ccccc1Cl)Nc1cc(NC(=O)COc2ccccc2Cl)cc(C(=O)O)c1 | 0.5% | 2.0% | -6.0% | 19.9% | 3.0%

An excerpt from further up:
SMILES | inhibitors of VEEV | H1N1 NS1A inhibition | Salmonella PhoP GFP | M. tuberculosis | H37Rv inhibition | others
COc1ccc(C(=O)CSc2nnn(-c3cccc(NC(C)=O)c3)n2)cc1 | 1.8% | x | -0.2% | 12.8% | 8.8%
CC(=O)C1(O)CCC2C3CCC4CC(O)CCC4(C)C3C(=O)CC21C (stereo not given) | 0.7% | -17.2% | x | x | x
Cc1ccccc1Nc1nnc(SCC(=O)NCc2cccs2)s1 | 2.3% | -5.0% | -3.9% | u | 0.3%
Cc1cc(NC(=O)C(C)Oc2ccc(Cl)cc2Cl)no1 (stereo not given) | 5.0% | -1.7% | -3.6% | 79.7% | 7.3%
COc1ccccc1N(C)S(=O)(=O)c1ccc(C(=O)Nc2nc(C)c(C(C)=O)s2)cc1 | 0.5% | -3.5% | x | -7.0% | -10.7%
Cc1cccc(NS(=O)(=O)c2ccc(C)c(C(=O)NNC(=O)c3csc(N4CCOCC4)n3)c2)c1 | 2.4% | -3.5% | x | x | x
COc1ccc(OCc2cc(C(=O)N(Cc3nccn3C)C(C)C)no2)c2ccccc12 | 1.1% | 14.7% | 10.8% | 43.1% | 4.3%
COc1ccc(N(CC(=O)NCc2ccco2)C(=O)CCC(=O)Nc2ccccn2)cc1 | 1.2% | 8.8% | x | x | x
CCn1c(SCC(=O)Nc2nccc(C)n2)nc2ccccc21 | 0.4% | 1.0% | -12.2% | 1.6% | 0.1%
COc1cc(/C=N/NC(=S)NCc2ccccc2)ccc1OCC#N | 6.3% | 0.8% | -6.4% | -33.7% | -6.6%
Cc1nc(Nc2ccccc2)sc1-c1ccccc1 | 2.9% | -5.0% | -9.8% | 70.2% | 15.6%
CCCCC[C@H]1CN(Cc2ccccc2)C(=O)[C@@H]1CC(=O)NCc1ccccc1 | 2.1% | 2.4% | 11.0% | 32.2% | 41.5%
CCCCN(C)c1c(N2CCC(C(=O)OCC)CC2)c(=O)c1=O | 6.1% | -0.8% | -8.4% | -7.7% | -6.7%

(continued)
SMILES | inhibitors of VEEV | H1N1 NS1A inhibition | Salmonella PhoP GFP | M. tuberculosis | H37Rv inhibition | others
CN(C)C(=O)N1CCCC(C(=O)NCc2ccccc2Cl)C1 (stereo not given) | 0.8% | 0.0% | -3.5% | -1.4% | -1.1%
O=C(NC1CC1)c1ccc(Cl)c(S(=O)(=O)N2CCOCC2)c1 | 0.7% | -3.8% | 0.2% | -9.4% | 5.7%
O=C(NCc1ccco1)c1ccccc1SCC(=O)N1CCCC1 | 0.6% | -9.2% | x | -12.3% | -0.2%
CC(C)CCNC(=O)CN(CC1CCCO1)C(=O)CCC(=O)Nc1ccccn1 (stereo not given) | 0.3% | -6.9% | -8.7% | 0.3% | 2.9%
c1ccc2c(c1)nc1n2CN(Cc2ccc3c(c2)OCO3)CN1 | i | -2.5% | -11.7% | 5.6% | 4.8%
CCOc1ccccc1OCC(=O)N/N=C(\C)Cc1ccc(OC)cc1 | 1.2% | 0.1% | -7.4% | 1.9% | -7.9%
COC(=O)N1CCN(c2ccc(Cl)c(Cl)c2)CC1 | i | -1.2% | -0.7% | x | -0.8%
CC(C)N1CCC(NC(=O)Nc2ccc3c(c2)OCO3)CC1 | 0.1% | -2.2% | 0.9% | -9.5% | -3.0%
CCOc1ccc(Cl)cc1/C=N/NC(N)=O | 0.9% | -5.6% | 1.4% | -2.5% | 2.9%
Cc1c(Cl)cccc1Nc1n[nH]c(=S)s1 | 0.3% | 8.1% | x | x | x
Cc1nc2ccccc2c2oc(C(=O)NCc3ccccn3)cc12 | 2.4% | 7.2% | -1.5% | 15.0% | -0.5%
N#CCCN(Cc1cccs1)C(=O)Nc1ccc(F)cc1 | 1.5% | -21.8% | -12.3% | -4.7% | -16.4%
C=C(C)CC1N(c2cccc(OC)c2)C(=O)[C@@H]2C(C(=O)O)[C@H]3C=C[C@@]12O3 (stereo not given in full) | 6.1% | 6.8% | -5.2% | -9.7% | -16.2%
O=C(NCc1ccco1)/C(=C\c1ccco1)NC(=O)c1ccc(Br)o1 | i | -0.7% | 0.2% | 24.9% | -5.9%
Cc1ccc(OC(=O)CN2C(=O)c3ccccc3C2=O)cc1C | i | -5.5% | -0.3% | 45.5% | -4.3%
CN(C)c1ccc(N2CN=C3SCC(=O)N3C2)cc1 | i | 6.5% | 9.2% | -3.4% | 2.3%
CN(CCCNC(=O)c1ccc(CS(=O)c2ccc(Br)cc2)o1)Cc1ccccc1 (stereo not given) | 0.3% | 0.3% | 5.3% | 16.3% | 6.4%
Cc1nc(N)c(CC(Br)CBr)c(Cl)n1 (stereo not given) | 10.8% | -8.2% | 15.0% | -9.4% | -7.1%
COc1ccc(NC(=O)NNC(=O)c2ccc3ccccc3c2O)cc1OC | 1.4% | 2.5% | -10.9% | -4.5% | 6.5%
